# Source: PubChem BioAssay (National Center for Advancing Translational Sciences (NCATS))
# HCMV antiviral: inhibitors of human cytomegalovirus; activity change, negative = inhibition, % at 57.5 µM; hit rate 4.5% among 410,000; HFF cells, HCMV-luciferase reporter, 72 h; stronger effect = lower value; in the data active = activity change below about -60%; inconclusive = no clear call, values can overlap the other calls; inactive = above about -39%
#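 Inhibition of viral replication was scored as loss of reporter luminescence in HFFs infected with HCMV-luciferase (MOI 1 PFU/cell) for 72 h; compounds tested at 2 doses, normalized to buffer and Salinomycin controls.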
# Sm TGR block: blocks Schistosoma mansoni thioredoxin glutathione reductase. Q962Y6. purified TGR, DTNB reduction, TNB absorbance 405 nm. Potency, µM (series often up to 114 µM), for the others: at the top dose activity change, negative = inhibition, most hits filed as inhibitors. hit rate 3% among 360,000; note: potency is the fitted concentration of half-maximal effect; nearly all actives have a fitted effect of over 60% in size
#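 TGR 20 nM + NADPH 100 uM (dispensed conc.), cpd preinc 15 min RT; start with NADPH (500 uM addition) then DTNB (15 mM addition). Kinetic TNB absorbance, 405 nm filter. Four-parameter Hill fit across titration.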
# AmpC no deterg: blocks E. coli AmpC beta-lactamase in detergent-free assay | P00811 | AmpC nitrocefin hydrolysis, absorbance 480 nm, 0.0001% Triton | Potency, µM (top dose mostly 57.1 µM), for inactives: at the highest dose activity change, negative = inhibition, hits mostly inhibitors | hit rate 0.52% among 330,000 | AID 485341;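 note: potency is the fitted concentration of half-maximal effect; plate controls were no compound for no effect and no enzyme for full effect; nearly all actives have a fitted effect of over 20% in size; some results filed as inactive show a strong effect at the top dose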
# Target sequence (P00811 whole entry, looked up): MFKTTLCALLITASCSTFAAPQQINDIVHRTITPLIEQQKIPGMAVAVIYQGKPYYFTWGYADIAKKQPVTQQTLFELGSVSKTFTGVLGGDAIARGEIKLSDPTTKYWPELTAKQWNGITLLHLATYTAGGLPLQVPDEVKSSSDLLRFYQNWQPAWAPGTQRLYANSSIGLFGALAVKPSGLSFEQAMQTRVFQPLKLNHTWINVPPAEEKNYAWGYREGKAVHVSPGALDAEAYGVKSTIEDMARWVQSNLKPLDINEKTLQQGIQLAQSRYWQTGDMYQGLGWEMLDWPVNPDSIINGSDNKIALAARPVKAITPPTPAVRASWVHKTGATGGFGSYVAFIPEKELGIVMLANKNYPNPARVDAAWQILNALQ
#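 AmpC (5.3 nM in the dispensed reagent) in 20 mM phosphate pH 7.0 with 0.01% (detergent screen) or 0.0001% Triton X-100 was preincubated with compounds for 15 min at room temperature. Nitrocefin was then added from an 800 uM solution, and hydrolysis was followed at 480 nm.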
# TbPYK inhibitor: inhibitors of Trypanosoma brucei pyruvate kinase | TbPYK enzyme, Kinase-Glo Plus ATP luminescence, 45 min | Potency, µM (doses to about 76.8 µM), without a hit: top-dose activity, negative = inhibition, usual class: inhibitors | Q57TT1 | hit rate 0.12% among 410,000; note: potency is the fitted concentration of half-maximal effect; nearly all actives have a fitted effect of over 50% in size
#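 Luminescent Kinase-Glo Plus end-point after 45 min room-temperature reaction of T. brucei pyruvate kinase started with 130 uM ADP (final). Buffer TEA 50 mM pH 7.2 with KCl, MgCl2, BSA, Tween-20; titration-based qHTS with fitted concentration-effect curves.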
# AMA1-RON2 inh: inhibitors of Plasmodium falciparum AMA1-RON2 interaction. AlphaScreen AMA1-biotinylated RON2 peptide binding. Potency, µM (highest dose often 58.2 µM), inactives show at the highest dose activity change, negative = inhibition, most hits filed as inhibitors. hit rate 0.2% among 360,000. AID 720542;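 note: potency is the fitted concentration of half-maximal effect; 0% = vehicle wells and -100% = peptide control; nearly all actives have a fitted effect of over 45% in size; some results filed as inactive show a strong effect at the top dose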
#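 AMA1 (3D7) with his tag at 25 nM final met compounds first, then biotinylated RON2 peptide at 25 nM; detection used donor plus acceptor beads, 10 µg/mL apiece, read by AlphaScreen after 30 min at room temperature.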
# LmPK inhibitor: LmPK (Leishmania mexicana) enzyme inhibition; Q27686; AID 1721; purified LmPK, Kinase-Glo ATP luminescence, 1 h; hit rate 0.37% among 290,000; Potency, µM (series often up to 57.5 µM), inactives show at the highest dose activity change, negative = inhibition, hits mostly inhibitors; note: potency is the fitted concentration of half-maximal effect
# Target sequence (Q27686 whole entry, looked up): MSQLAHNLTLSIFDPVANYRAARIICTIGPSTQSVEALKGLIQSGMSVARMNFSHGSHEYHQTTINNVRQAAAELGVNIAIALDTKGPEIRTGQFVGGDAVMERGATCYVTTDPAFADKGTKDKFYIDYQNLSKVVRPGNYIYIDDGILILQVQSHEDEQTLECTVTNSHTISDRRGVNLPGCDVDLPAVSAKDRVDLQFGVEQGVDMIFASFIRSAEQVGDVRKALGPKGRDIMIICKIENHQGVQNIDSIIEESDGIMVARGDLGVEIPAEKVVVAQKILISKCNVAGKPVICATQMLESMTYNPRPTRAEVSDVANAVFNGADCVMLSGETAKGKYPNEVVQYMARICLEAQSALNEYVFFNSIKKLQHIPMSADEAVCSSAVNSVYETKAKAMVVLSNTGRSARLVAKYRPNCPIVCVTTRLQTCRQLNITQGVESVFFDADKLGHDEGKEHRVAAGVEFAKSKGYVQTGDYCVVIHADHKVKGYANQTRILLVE
#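 ATP generated from ADP (0.1 mM) and PEP (0.5 mM) by 0.1 nM LmPK over 1 h at room temperature (pH 7.2 imidazole buffer) was detected by coupled luciferase luminescence. Values were normalized to uninhibited and no-enzyme wells.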
# AmpC detergent: inhibitors of E. coli AmpC beta-lactamase with detergent | P00811 | AmpC hydrolysis of nitrocefin, absorbance 480 nm, 0.01% Triton | Potency, µM (series often up to 114 µM), for the others: top-dose activity change, negative = inhibition, hits mostly inhibitors | hit rate 0.041% among 370,000 | AID 485294;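 note: potency is the fitted concentration of half-maximal effect; 0% = no-compound wells and -100% = no-enzyme wells; nearly all actives have a fitted effect of over 25% in size; some results filed as inactive show a strong effect at the top dose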
#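 20 mM phosphate pH 7.0 + 0.01% (detergent screen) or 0.0001% Triton X-100; 5.3 nM AmpC reagent; cpd preinc 15 min RT; nitrocefin (800 uM stock) to start; A480 q20 s × 4 min; Activity was normalised to no-enzyme and no-compound control wells.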
# * hit, by the source's call; ? = inconclusive; nt = no result given; [ ] = remark or other dose. Unless noted, calls come from the whole dose curve; as a rule, active = well fitted curve in the direction sought with a large enough effect; inconclusive = small, poorly fitted or top-dose-only effect, or another doubt; inactive = no such curve, though single readings can be large; an effect the other way counts as inactive or inconclusive. Unless noted, % is set by controls: 0 for no effect and ±100 for the full control effect.
SMILES,HCMV antiviral,Sm TGR block,AmpC no deterg,TbPYK inhibitor,AMA1-RON2 inh,LmPK inhibitor,AmpC detergent
CCOC(=O)Nc1ccc2c(CN3C(=O)NC(CC)(CC)C3=O)cc(=O)oc2c1,-21,1%,-18%,-6%,0%,15%,0%
O=C(Oc1cccc(N2C(=O)C3C4c5ccccc5C(c5ccccc54)C3C2=O)c1)c1ccco1 (stereo not given),?,-2%,-13%,-2%,-14%,2%,-12%
COc1ccc(OCCOCCOc2ccc(C)cc2[N+](=O)[O-])cc1,-30,-1%,-23%,-3%,-5%,0%,?
Cc1ccc(NC(=S)N2CCCC(CO)C2)c(C)c1 (stereo not given),-13,15%,-17%,0%,-6%,-7%,11%
CN(CC(=O)NNC(=O)CNC(=O)c1ccccc1Cl)S(=O)(=O)c1ccc(Cl)cc1,?,-3%,-23%,3%,19%,nt,0%
Cc1ccc(S(=O)(=O)N2CCN(S(=O)(=O)c3ccccc3Br)CC2)cc1,-18,nt,-17%,-6%,-9%,nt,nt
CCOc1ccc(Br)cc1S(=O)(=O)Nc1ccc(C(=O)OCC(=O)N(C)c2ccccc2)cc1,68,5%,22%,-5%,24%,6%,-8%
Cc1cccc(C(=O)N2CC3(C)CC2CC(C)(C)C3)c1 (stereo not given),?,-8%,1%,4%,-6%,6%,-3%
CCC(=O)N1CCCc2cc(S(=O)(=O)N3CCC(C(=O)NC4CCC(C)CC4)CC3)ccc21 (stereo not given),3,-4%,nt,-5%,nt,nt,-6%
Nc1ccn(CC(=O)NCCCc2ccccc2)c(=O)n1,-81*,-7%,-16%,2%,35%[activator],nt,3%

# Single records, as listed above. Screens in order: HCMV antiviral, Sm TGR block, AmpC no deterg, TbPYK inhibitor, AMA1-RON2 inh, LmPK inhibitor, AmpC detergent
# Profile of CCOC(=O)Nc1ccc2c(CN3C(=O)NC(CC)(CC)C3=O)cc(=O)oc2c1 → -21, 1%, -18%, -6%, 0%, 15%, 0%
# Profile of O=C(Oc1cccc(N2C(=O)C3C4c5ccccc5C(c5ccccc54)C3C2=O)c1)c1ccco1 (stereo not given) → ?, -2%, -13%, -2%, -14%, 2%, -12%
# Profile of COc1ccc(OCCOCCOc2ccc(C)cc2[N+](=O)[O-])cc1 → -30, -1%, -23%, -3%, -5%, 0%, ?

# Other compounds follow.
SMILES,HCMV antiviral,Sm TGR block,AmpC no deterg,TbPYK inhibitor,AMA1-RON2 inh,LmPK inhibitor,AmpC detergent
Cc1nn(CC(=O)Nc2ccc(Br)cc2F)c(=O)c2cccn12,12,4%,-18%,-5%,-5%,-12%,-2%
COc1ccc(-c2nc(CS(=O)CC(=O)NCc3ccccc3OC)c(C)o2)cc1 (stereo not given),4,-29%,nt,-2%,nt,nt,-9%
CC(C)C[C@H]1CN([C@@H](Cc2ccc(O)cc2)CN2CCC[C@H]2CN2C(=O)C(=O)NC[C@@H]2Cc2ccccc2)C(=O)C(=O)N1CCc1ccccc1,-19,nt,nt,-1%,2%,nt,nt
CCn1nccc1NC(=O)c1csc([C@H]2C[C@H](O)[C@@H](CO)O2)n1,-3,nt,nt,6%,11%,nt,nt
N#Cc1ccsc1NC(=O)CN1CCN(Cc2ccccc2)CC1,-1,-16%,0%,1%,4%,2%,0%
Cc1ccc(NC(=O)C(c2ccccc2)c2ccccc2)c(O)c1,20,-12%,-37%,2%,-17%,-3%,-5%
CCC(C(=O)NCC1CCCO1)N(C(=O)c1snc(C(N)=O)c1N)c1ccc(Cl)cc1 (stereo not given),?,-11%,90%[activator],-5%,2%,2%,-8%
Cc1nc(-c2ccncc2)sc1C(=O)Nc1ccc(Cl)cc1,?,-12%,-1%,-13%,-12%,1%,1%
CC1CC(C)CN(C(=O)CCCn2c(=S)[nH]c3ccccc3c2=O)C1 (stereo not given),-33,3%,-33%,-3%,70%[activator],2%,-7%
CC[C@]12c3[nH]c4cc(CCC(=O)N(C)C)ccc4c3CCN1C(=O)[C@@H](CC(=O)NCCC1=CCCCC1)C[C@@H]2C(=O)N1CCN(C(=O)c2ccco2)CC1,-4,nt,241%[activator],1%,-7%,nt,nt
CC(C)=CCC/C(C)=C/C=N/NC(=O)c1cccc([N+](=O)[O-])c1,-20,1%,-33%,-5%,27%,0%,?
CCN(CC(=O)NC(=O)NCc1ccccc1)CC(=O)Nc1cc(Cl)ccc1C,48,6%,82%[activator],3%,87%[activator],nt,0%
Cc1ccc(S(=O)(=O)c2c(N)n(Cc3ccco3)c3nc4ccccc4nc23)cc1,nt,?,-30%,-2%,3%,0%,?
CCCNC(=O)C(Cc1ccccc1F)NC(=O)c1ccc(C#N)cc1 (stereo not given),14,2%,-18%,5%,68%[activator],nt,4%
O=C(Cc1nnc(NC(=O)Nc2ccc(F)cc2)s1)NCc1ccccc1,0,-1%,-28%,0%,6%,3%,-2%
Cn1c(O)c(C=NC2CC(C)(C)NC(C)(C)C2)c(=O)n(C)c1=O,14,0%,-8%,9%,1%,1%,3%
COc1cc(/C=C/C(=O)c2ccc(O)cc2)ccc1OCC#N,-98*,-18%,-24%,-3%,17%,5%,?
O=C(NCc1ccccc1)[C@@H]1CSC2c3ccccc3C(=O)N21 (stereo not given in full),-1,2%,-20%,-5%,-12%,2%,3%
O=C(NCc1ccccc1Cl)[C@H]1CCCN1C(=O)[C@H]1CCCN1C(=O)c1ccc(Cl)cc1,-20,nt,nt,-2%,2%,nt,nt
CSc1ccc(C2(O)Cc3cccc[n+]3C2c2ccccc2)cc1 (stereo not given),17,5%,-5%,-1%,-4%,2%,3%
Cc1cc(NC(=O)CN2C(=O)N(C)C3(CCCCC3)C2=O)ccc1Br,6,4%,-2%,3%,0%,nt,?
Cc1ccc(NC(=O)N2CCC(O)(c3cccnc3)CC2)cc1,23,-2%,-17%,1%,16%,-4%,-7%
CC1C(=O)N2CCCc3cc(NS(=O)(=O)c4ccccc4)cc1c32 (stereo not given),-9,-23%,-15%,2%,2%,nt,?
Cc1nc(-c2ccc(C(F)(F)F)cc2)sc1C(=O)NN,?,15%,41%,-2%,84%[activator],-6%,3%
Cc1cc(C(=O)NNC(=O)C(CCC(N)=O)NS(=O)(=O)c2ccc(Cl)cc2)c(C)o1 (stereo not given),-25,nt,-21%,-7%,35%[activator],nt,nt
CCN(CC)c1ccc(NC(=O)/C=C\c2ccccc2Cl)cc1,8,-24%,-24%,-19%,-15%,1%,2%
COc1ccc(CC(=O)N(C)Cc2ccc(Cl)cc2)cc1S(=O)(=O)N1CCOCC1,-17,-6%,161%[activator],-4%,51%[activator],nt,-19%
COC(=O)c1ccccc1NC(=O)c1cnn2c(C)cc(C)nc12,-14,68%[activator],-2%,1%,1%,-5%,3%
COc1ccc(-c2nnc(SCC(=O)O)n2C)cc1OC,78,8%,-15%,-7%,10%,0%,-5%
COc1ccc(C2CC3(CC(C)(C)NC(=O)N3)Oc3cc(O)ccc32)cc1 (stereo not given),9,-1%,-20%,nt,-13%,-3%,-8%
O=C(O)CN1CCNCCN(CC(=O)O)CCNCC1,-27,nt,nt,10%,43%[activator],nt,nt
CCCn1cnc2cc(NCc3cccs3)ccc21,0,-5%,-2%,-8%,-18%,-4%,-4%
CCCCC(C(=O)NC1CCCC1)N(C(=O)c1snc(C(N)=O)c1N)c1ccc(C)cc1 (stereo not given),?,-9%,-21%,3%,1%,0%,-5%
CCOC(=O)c1nc(C)n(-c2ccc([N+](=O)[O-])cc2)n1,-25,-3%,5%,-1%,6%,0%,-1%
COc1cccc(Nc2ncnc3onc(-c4ccccc4OC)c23)c1,-31,-22%,-16%,2%,12%,-2%,-15%
COc1ccc(-c2oc3ncn4nc(COc5ccccc5)nc4c3c2-c2ccc(OC)cc2)cc1,39,0%,-36%,2%,22%,0%,-14%
Cc1ccc(Cn2nc(C)c(NC(=O)c3cc(-c4ccc(F)cc4)on3)c2C)cc1,?,-7%,nt,-6%,nt,nt,7%
CC(=O)c1cccc(N(CC(=O)Nc2ccc(S(=O)(=O)N3CCCC3)cc2)S(C)(=O)=O)c1,?,-17%,-24%,0%,8%,-12%,2%
Cc1nc(SCC(=O)NCCc2ccccc2)nc(C)c1C,0,-8%,1%,-1%,7%,6%,-8%
CCOC(=O)/C(C#N)=C1\C=CN(C)C(C)=N1,-3,-2%,-10%,1%,-2%,-6%,?
CC(C)Nc1nc(-c2ccccn2)nc(-c2ccccc2)c1C#N,-67*,-2%,-10%,-5%,1%,1%,?
CC(C)CC(=O)Nc1cc(-c2ccccc2F)nn1-c1ccccc1,3,1%,nt,2%,nt,nt,-1%
O=C(COc1ccccc1-c1ccccc1)c1ccccc1,-9,0%,-32%,-3%,2%,-1%,?
CCOC(=O)C1=C(C)N(C)C(=O)NC1c1cc2c(cc1[N+](=O)[O-])OCO2 (stereo not given),-4,-33%,-16%,-29%,?,1%,?
NS(=O)(=O)c1ccc(CCNC(=O)Cn2c(=O)c3cccn3c3ccc(F)cc32)cc1,39,4%,nt,7%,nt,nt,15%

# Arranged by number of heavy atoms (lowest first): some entries from above.
SMILES,HCMV antiviral,Sm TGR block,AmpC no deterg,TbPYK inhibitor,AMA1-RON2 inh,LmPK inhibitor,AmpC detergent
CCOC(=O)/C(C#N)=C1\C=CN(C)C(C)=N1,-3,-2%,-10%,1%,-2%,-6%,?
Cc1nc(SCC(=O)NCCc2ccccc2)nc(C)c1C,0,-8%,1%,-1%,7%,6%,-8%
CC(C)Nc1nc(-c2ccccn2)nc(-c2ccccc2)c1C#N,-67*,-2%,-10%,-5%,1%,1%,?
CC(C)CC(=O)Nc1cc(-c2ccccc2F)nn1-c1ccccc1,3,1%,nt,2%,nt,nt,-1%
CCOC(=O)C1=C(C)N(C)C(=O)NC1c1cc2c(cc1[N+](=O)[O-])OCO2 (stereo not given),-4,-33%,-16%,-29%,?,1%,?
Cc1ccc(Cn2nc(C)c(NC(=O)c3cc(-c4ccc(F)cc4)on3)c2C)cc1,?,-7%,nt,-6%,nt,nt,7%
CC(=O)c1cccc(N(CC(=O)Nc2ccc(S(=O)(=O)N3CCCC3)cc2)S(C)(=O)=O)c1,?,-17%,-24%,0%,8%,-12%,2%
